Pin1 inhibitor – qHTS Assay to Find Inhibitors of Pin1. Peptidyl-prolyl cis-trans isomerase NIMA-interacting 1 (Homo sapiens), Q13526. Pin1 FP peptide displacement, HiFluor488, 10 min. Potency, µM (doses to about 115 µM), for inactives: at the top dose activity, negative = inhibition, actives largely listed as inhibitors. hit rate 0.009% among 390,000. AID 504891, 2011; active means well fitted inhibition curve with a large enough effect in the polarisation, with a control signal flat, not every such curve was filed as active; inconclusive means small, poorly fitted or top-dose-only effect, or effect the other way, or a change in a side signal; inactive means no such curve, though single readings can be large or run the other way; the % refers to the polarisation; further: potency means the concentration at half of the fitted maximal effect; on the % scale 0 is the no-effect control and ±100 the full control effect
Target sequence (Q13526 whole entry, looked up): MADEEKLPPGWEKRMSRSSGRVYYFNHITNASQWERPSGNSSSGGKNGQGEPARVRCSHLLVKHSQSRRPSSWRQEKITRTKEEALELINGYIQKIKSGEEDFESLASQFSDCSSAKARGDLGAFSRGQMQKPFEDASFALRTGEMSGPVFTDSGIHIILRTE
USP1 inh – Inhibitors of USP1/UAF1: Primary Screen. Ubiquitin carboxyl-terminal hydrolase 1 (Homo sapiens), O94782. recombinant USP1/UAF1, Ub-Rhodamine cleavage fluorescence. Potency, µM (series often up to 57.1 µM), inactives show at the top dose activity change, negative = inhibition, most hits filed as inhibitors. hit rate 0.23% among 390,000. AID 743255, 2014; further: potency means the concentration at half of the fitted maximal effect; on the % scale 0 is the no-effect control and ±100 the full control effect; nearly all actives have a fitted effect of over 60% in size; inactives centre near -12
Target sequence (O94782 whole entry, looked up): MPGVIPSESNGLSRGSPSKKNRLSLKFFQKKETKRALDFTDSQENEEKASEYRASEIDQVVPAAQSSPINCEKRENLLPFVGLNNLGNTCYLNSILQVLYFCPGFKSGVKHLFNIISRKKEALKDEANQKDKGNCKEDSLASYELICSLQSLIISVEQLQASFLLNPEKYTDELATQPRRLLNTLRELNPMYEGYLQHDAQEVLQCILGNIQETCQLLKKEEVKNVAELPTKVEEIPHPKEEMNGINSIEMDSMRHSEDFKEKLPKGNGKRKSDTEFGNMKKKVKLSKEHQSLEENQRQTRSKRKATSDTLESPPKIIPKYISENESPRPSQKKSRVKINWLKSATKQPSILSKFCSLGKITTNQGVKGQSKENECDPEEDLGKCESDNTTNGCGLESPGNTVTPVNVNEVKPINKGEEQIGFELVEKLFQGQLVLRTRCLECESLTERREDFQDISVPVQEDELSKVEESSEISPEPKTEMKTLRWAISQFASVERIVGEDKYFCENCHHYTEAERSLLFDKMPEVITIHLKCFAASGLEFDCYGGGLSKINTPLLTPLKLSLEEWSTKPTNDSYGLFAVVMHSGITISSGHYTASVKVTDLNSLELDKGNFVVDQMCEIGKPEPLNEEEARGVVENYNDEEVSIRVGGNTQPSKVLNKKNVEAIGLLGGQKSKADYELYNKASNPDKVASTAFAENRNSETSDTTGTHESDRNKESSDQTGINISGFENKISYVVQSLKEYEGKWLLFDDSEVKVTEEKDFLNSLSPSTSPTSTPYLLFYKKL
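In this screen, compounds sit with the deubiquitinase complex (1nM) for 15 min at room temperature before Ub-Rho is added at 150nM final. Fluorescence rise is then followed for 6 reads every 60 seconds.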
TrxR1 substrate – qHTS Assay for Substrates of Mammalian Selenoprotein Thioredoxin Reductase 1 (TrxR1): qHTS; hit rate 0.01% among 390,000; purified TrxR1 substrate turnover, NADPH consumption readout; AID 588456, 2011; Potency, µM (titrated, usually from 114 µM), for the others: at the highest dose activity change, negative = substrate turnover; further: potency means the concentration at half of the fitted maximal effect; on the % scale 0 is the no-effect control and ±100 the full control effect; nearly all actives have a fitted effect of over 50% in size
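Rat TrxR1, dispensed at 90 nM, was prereduced with 400 uM NADPH (final) for 5 min at ~22 deg C, then incubated with compound 15 min before 400 uM selenite. A first-read NADPH fluorescence drop versus no-compound background flagged substrates.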
D2 antagonist – HTS Assay for Allosteric Antagonists of the Human D2 Dopamine Receptor: Primary Screen for Antagonists; hit rate 2% among 340,000; HEK293 TREx D2 cells, calcium flux, dopamine EC80; D(2) dopamine receptor (Homo sapiens), P14416; inhibition, % at 10 µM; AID 485344, 2010; in the data active means inhibition above about 30%; further: 0% is about no effect
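Cells plated overnight at 30 C with tetracycline; no-wash calcium dye, 30–90 min RT; 10 s baseline; compound pinned; 180 s read; EC80 dopamine added; another 180 s read.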
TRHR agonist – qHTS for Small Molecule Agonists and Allosteric Enhancers of Human TRH Receptor: Primary Screen for Agonists; activation, % at 2 µM; TRHR cells, calcium flux fluo-8, FDSS agonist mode; hit rate 0.18% among 360,000; in the data active means activation above about 30%; further: 0% is about no effect
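TRHR-expressing cells, plated overnight in medium with 10% serum, were loaded with fluo-8 calcium dye at room temperature. After a 10 s baseline, library compound was pin-added and calcium release was recorded kinetically (ex 480/em 530) as agonist response.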
TrxR1 inh – qHTS Assay for Inhibitors of Mammalian Selenoprotein Thioredoxin Reductase 1 (TrxR1): qHTS. Thioredoxin reductase 1, cytoplasmic (Rattus norvegicus), O89049. recombinant rTrxR1, NADPH fluorescence consumption, selenite substrate. Potency, µM (titrated, usually from 114 µM), for inactives: at the top dose activity change, negative = inhibition, hits mostly inhibitors. hit rate 1% among 390,000; further: potency means the concentration at half of the fitted maximal effect; on the % scale 0 is the no-effect control and ±100 the full control effect; nearly all actives have a fitted effect of over 65% in size
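Rat TrxR1 (90 nM in the dispensed reagent) was pre-reduced with 400 uM NADPH for 5 min at room temperature, then incubated with compound for 15 min. After 400 uM selenite was added, NADPH fluorescence (Ex 340/Em 450 nm) was followed for 8 min.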
TRHR PAM – qHTS for Small Molecule Agonists and Allosteric Enhancers of Human TRH Receptor: Primary Screen for Enhancers | AID 493056, 2011 | TRHR cells, fluo-8 calcium fluorescence, EC20 TRH enhancement | enhancement, % at 2 µM | Thyrotropin-releasing hormone receptor (Homo sapiens), P34981 | hit rate 0.66% among 360,000; in the data active means enhancement above about 30%; further: 0% is about no effect
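TRHR-expressing cells loaded with fluo-8 calcium dye were read kinetically (ex 480/em 530) during compound addition, then stimulated with an EC20 of TRH (10 nM final). Enhancement of the Gq-mediated intracellular calcium response was scored.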
D2 agonist – HTS Assay for Allosteric Agonists of the Human D2 Dopamine Receptor: Primary Screen for Agonists. HEK293 T-REx D2 cells, calcium flux agonist mode. activation, % at 2 µM. AID 485358, 2010. D(2) dopamine receptor (Homo sapiens), P14416. hit rate 0.53% among 340,000;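 active means activation over 3 SD above normal in the single-dose calcium agonist read, cut at about 30% in these data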; further: 0% is about no effect
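Agonism is scored from calcium flux in a force-coupled, inducible HEK293 cell line expressing D2, read kinetically for 180 s after compound addition against dopamine controls.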
mIDH1 inhibitor – qHTS for Inhibitors of mutant isocitrate dehydrogenase 1 (IDH1): qHTS; Isocitrate dehydrogenase [NADP] cytoplasmic (Homo sapiens), O75874; IDH1-R132H enzyme, NADPH consumption, diaphorase/resazurin fluorescence; Potency, µM (series often up to 76.6 µM), inactives show at the top dose activity change, negative = inhibition, usual class: inhibitors; hit rate 0.093% among 390,000; further: potency means the concentration at half of the fitted maximal effect; on the % scale 0 is the no-effect control and ±100 the full control effect; nearly all actives have a fitted effect of over 65% in size
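IDH1-R132H (0.5 ug/mL) preincubated 30 min with compound, then NADPH (0.016 mM) and alpha-KG (2 mM) added; 80 min at RT, pH 7.5. Remaining NADPH coupled via diaphorase/resazurin to fluorescence (540/590 nm); concentration-response curves normalized to no-enzyme control.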
The depositor's hits bear a star; u = inconclusive; x = no result given; & = joins results of further samples; [ ] = remark or other dose. Unless noted, the call rests on the fitted dose curve; in most records, active means well fitted inhibition curve with a large enough effect; inconclusive means small, poorly fitted or top-dose-only effect; inactive means no such curve, though single readings can be large or run the other way. Not all compounds are listed; rates above refer to the full screens.

SMILES | Pin1 inhibitor | USP1 inh | TrxR1 substrate | D2 antagonist | TRHR agonist | TrxR1 inh | TRHR PAM | D2 agonist | mIDH1 inhibitor
Nc1nc(NCCCN2CCOCC2)nc(Nc2ccc(F)cc2)c1[N+](=O)[O-] | -1% | -21% | 5%[57.1 µM] | -15 | -0.2 | 6% | -1 | -0.2 | 8%
CC(=O)c1c(C)[nH]c(C(=O)N(CCc2ccccc2)Cc2ccccc2)c1C | -1% | -21% | -7% | -16 | -0.8 | 4% | -6 | -0.6 | 3%
CCc1ccccc1NC(=O)c1cc(S(=O)(=O)N2CCCC2)c[nH]1 | 2% | -17% | -5% | 7 | -0.7 | 9% | 6 | 0.5 | -4%
O=C(CSc1ncc2c(n1)-c1ccccc1N(Cc1ccc(F)cc1)S2(=O)=O)c1ccc(Cl)cc1 | 15% | -6% | 7%[57.1 µM] | x | 0.0 | 14%[57.1 µM] | -4 | 0.8 | -8%
CCOP(=O)(OCC)C(Nc1cccc([N+](=O)[O-])c1)c1ccc(N(C)C)cc1 (stereo not drawn) | u | -4% | -11% | 5 | 0.3 | -6% | 2 | -0.6 | 4%
C=CCc1cc(Cl)ccc1OCCOCCNC(C)(C)C | -1% | -22% | 6% | 5 | 0.7 | 18% | -2 | 0.7 | 14%
CNC(=O)c1[nH]cnc1C(=O)N[C@@H](C)C(=O)OC(C)(C)C | -5% | 5% | -4% | -5 | -0.5 | 8% | 1 | 0.1 | -10%
CSCCC(NC(=O)OC(C)(C)C)C(=O)NC(C(=O)NC(CC(C)C)C(N)=O)C(C)C (stereo not drawn) | 11% | u | 12% | x | -0.7 | 15% | 3 | x | -3%
COc1cccc(-c2nnc(SCCC(=O)O)n2C)c1 | -4% | -14% | 11% | -11 | 0.3 | 21% | -4 | 0.4 | 1%
CC(NC(=O)[C@H](NC(=O)[C@@H]1Cc2ccccc2CN1)c1ccccc1)c1ccccc1 (stereo partly drawn) | 0% | 8% | -6% | 20 | 0.2 | -5% | 7 | -0.1 | -16%
CCOc1ccccc1NC(=O)Cn1ncc2ccc([N+](=O)[O-])cc21 | 3% | -10% | 8%[57.1 µM] | 11 | 0.0 | 12%[57.1 µM] | 6 | -0.1 | 19%
CC(C)(C)NC(=O)N1CCN(S(=O)(=O)c2ccc3c(c2)CCC3)CC1 | -2% | -21% | -1% | -29 | -3.5 | 15% | -7 | 0.8 | 4%
O=C(Nc1cc(C(F)(F)F)ccc1Cl)c1ccc2c(c1)CCN2S(=O)(=O)c1ccccc1 | 11% | -5% | -3% | x | 1.3 | 15% | -2 | 0.1 | 0%
COc1cc2ncnc(NCc3ccccc3)c2cc1OC | -9% | -5% | -9% | x | -0.2 | 5%[57.1 µM] | -1 | x | 5%
c1ccc(CSc2nnc(SCc3ccccn3)s2)nc1 | 2% | 1% | -2% | -3 | -0.5 | 4% | -10 | -0.6 | 0%
CCCCC(=O)Nc1ccc(C(=O)NCCCn2ccnc2)cc1 | 0% | -15% | 2% | -13 | -1.8 | 5% | -8 | -0.8 | 2%
O=C1CC(C(=O)Nc2cccc3ccccc23)C2(CCCC2)O1 (stereo not drawn) | -1% | -19% | 3% | -15 | 0.8 | -7% | 0 | -0.6 | -1%
Cn1ncc(Br)c1NC(=O)c1ccco1 | 1% | -14% | 9%[57.1 µM] | -5 | 2.2 | 17% | 1 | -1.3 | -5%
Cn1c(NNC(=O)C(c2ccccc2)c2ccccc2)cc(=O)n(C)c1=O | 1% | -24% | 1%[57.1 µM] | -8 | 1.6 | 8%[57.1 µM] | 1 | -0.3 | -3%
CCOC(=O)C1C(=O)C=C(c2ccc(C)cc2)CC1c1ccco1 (stereo not drawn) | -5% | -13% | -9% | -5 | 0.1 | 3% | 1 | 0.8 | 4%
COc1ccc(-c2nnc(SCC(=O)NCc3ccc(C)cc3)nc2-c2ccc(OC)c(OC)c2)cc1OC | u | -15% | -6%[57.1 µM] | x | -0.8 | -3%[57.1 µM] | -6 | 0.6 | 11%
COc1cccc(N2CC(C(=O)NC3CCCCC3)CC2=O)c1 (stereo not drawn) | 1% | 0% | 0% | -1 | 0.5 | 8%[11.4 µM] | -8 | 0.4 | 0%
Cc1ccc(NC(=O)CN2CCc3ccccc3C2)cc1S(=O)(=O)N1CCOCC1 | 0% | -23% | 4% | -16 | 0.3 | 10% | 3 | -0.5 | 1%
C#CC(C)(C)NC(=O)c1sccc1Oc1ccc(F)cc1[N+](=O)[O-] | -10% | -5% | 5% | -7 | -0.5 | 6%[57.1 µM] | -1 | -0.4 | 10%
COc1ccc(C2CC(c3ccccc3)=NN2C(=O)CCCC(=O)O)cc1 (stereo not drawn) | 2% | -8% | 1% | -1 | 0.3 | 19% | -9 | -0.5 | -6%
O=C(Nn1cnnc1)c1ccccc1Cl | -2% | -25% | 3% | 11 | -0.8 | 15% | 11 | -0.3 | -15%
COCCOc1ccc(C(F)(F)F)cc1NC(=O)COC(=O)c1c(C)noc1C | 1% | -15% | -8% | -10 | -1.1 | 4% | 34* | 0.3 | 9%
CCOC(=O)c1ccc(NC(=O)CC2Nc3ccccc3NC2=O)cc1 (stereo not drawn) | 1% | -9% | -11% | x | 0.9 | -21% | 8 | -0.2 | -14%
CCc1ccc(N2CCN(CCNC(=O)Nc3ccccc3)CC2)cc1 | 1% | -21% | 8% | 74* | 0.0 | 31%[activator] | 4 | x | -4%
CC(=O)NCC(=O)OCN1C(=O)c2ccccc2C1=O | -3% | -11% | -5%[57.1 µM] | x | 0.4 | 9%[57.1 µM] | -7 | x | 7%
COCCN1Cc2cccc(C(=O)Nc3ccccc3OC)c2C1=O | -2% | -5% | -5% | 3 | 0.5 | -9% | 4 | -0.3 | -1%
O=C(Oc1ccc(C(=S)N2CCOCC2)cc1Cl)c1ccccc1F | -2% | 0% | 9%[2.29 µM] | 1 | -0.8 | 38%[2.29 µM] | -7 | 0.2 | 11%
O=C(Nc1ccc(N2CCOCC2)cc1)c1cccc(S(=O)(=O)N2CCOCC2)c1 | -7% | -22% | 4% | x | x | 18% | x | x | -1%
COc1cccc(CNC(=O)c2nnn(CC(=O)Nc3cc(Cl)ccc3C)c2N)c1 | 10%&5% | u | -1%&-1% | 7 | 1.1&0.5 | 7%&17% | -1&7 | 0.4&0.7 | -17%&-5%
CN1C(=O)C2(c3ccccc31)c1c(oc3ccccc3c1=O)C(=O)N2CCCO (stereo not drawn) | -9% | -12% | -4% | 3 | 0.1 | 7%[57.1 µM] | 0 | 0.9 | 2%
CCc1ccc(CNC(=O)CCCn2ccc3cc(S(=O)(=O)N4CCCC4)ccc32)cc1 | 11% | -12% | 3% | x | 0.7 | 21% | -3 | 0.8 | -8%
CCC(=O)NC(=S)Nc1ccccc1F | 4% | -4% | 10%[57.1 µM] | 3 | -0.2 | 15%[57.1 µM] | 1 | 0.8 | -2%
CCCn1c(-c2ccc(OC)cc2)nc2ccccc21 | 1% | -10% | 5% | -12 | 0.9 | -2% | 1 | 21 | 4%
O=C(C1CCCN(S(=O)(=O)c2cccs2)C1)N1CCC(N2CCCCC2)CC1 (stereo not drawn) | 4% | -5% | 2% | -6 | 0.5 | 4% | -18 | 0.2 | -5%
CCOC(=O)c1sc(C)c2c(=O)n(CCCN3CCOCC3)cnc12 | -5% | -15% | -1% | 9 | -0.7 | -19% | -10 | 0.0 | 4%

Molecules shown so far with a CF3 group:
SMILES | Pin1 inhibitor | USP1 inh | TrxR1 substrate | D2 antagonist | TRHR agonist | TrxR1 inh | TRHR PAM | D2 agonist | mIDH1 inhibitor
O=C(Nc1cc(C(F)(F)F)ccc1Cl)c1ccc2c(c1)CCN2S(=O)(=O)c1ccccc1 | 11% | -5% | -3% | x | 1.3 | 15% | -2 | 0.1 | 0%
COCCOc1ccc(C(F)(F)F)cc1NC(=O)COC(=O)c1c(C)noc1C | 1% | -15% | -8% | -10 | -1.1 | 4% | 34* | 0.3 | 9%

Later entries
SMILES | Pin1 inhibitor | USP1 inh | TrxR1 substrate | D2 antagonist | TRHR agonist | TrxR1 inh | TRHR PAM | D2 agonist | mIDH1 inhibitor
Cc1ccc(S(=O)(=O)N2CCC(C(=O)N3CCc4ccccc43)CC2)cc1C | 0% | -9% | -9% | -6 | -0.3 | -9% | -4 | 0.1 | 2%
O=C(NC(Cc1ccccc1)C(=O)OCC(=O)N1CCc2ccccc21)c1ccco1 (stereo not drawn) | 35% | -2% | -2% | 5 | -1.1 | -2% | 5 | -0.5 | 2%
CN1C2C=C3C(C#N)=C(N)C(C#N)(C#N)[C@@H](c4cccc(F)c4)[C@@H]3C1CC2 (stereo partly drawn) | -8% | -18% | 9%[57.1 µM] | -2 | 0.0 | -2%[57.1 µM] | 3 | 0.4 | -19%
O=c1cc(-c2ccccc2)oc2cc(O)c(O)c(O)c12 | u | -10% | 1%&-13% | x | x | 9%&-13% | x | x | -8%
C=C(C)CN(CC)C(=O)Cn1cnc2c(oc3ccccc32)c1=O | -2% | -16% | -7% | -17 | 0.4 | -7% | 3 | 0.3 | 4%
